Screening results: PubChem BioAssay, National Center for Advancing Translational Sciences (NCATS)
ALOX12 inh: inhibitors of human 12S-lipoxygenase ALOX12. actives 1.1% (n = 580,000). purified 12hLO, xylenol orange hydroperoxide absorbance. Potency, µM (titrated, usually from 108 µM), without a hit: at the top dose activity change, negative = inhibition, hits mostly inhibitors; active means well fitted inhibition curve with a large enough effect; inconclusive means small, poorly fitted or top-dose-only effect, or another doubt; inactive means no such curve, though single readings can be large or run the other way
Target sequence (P18054 whole entry, looked up): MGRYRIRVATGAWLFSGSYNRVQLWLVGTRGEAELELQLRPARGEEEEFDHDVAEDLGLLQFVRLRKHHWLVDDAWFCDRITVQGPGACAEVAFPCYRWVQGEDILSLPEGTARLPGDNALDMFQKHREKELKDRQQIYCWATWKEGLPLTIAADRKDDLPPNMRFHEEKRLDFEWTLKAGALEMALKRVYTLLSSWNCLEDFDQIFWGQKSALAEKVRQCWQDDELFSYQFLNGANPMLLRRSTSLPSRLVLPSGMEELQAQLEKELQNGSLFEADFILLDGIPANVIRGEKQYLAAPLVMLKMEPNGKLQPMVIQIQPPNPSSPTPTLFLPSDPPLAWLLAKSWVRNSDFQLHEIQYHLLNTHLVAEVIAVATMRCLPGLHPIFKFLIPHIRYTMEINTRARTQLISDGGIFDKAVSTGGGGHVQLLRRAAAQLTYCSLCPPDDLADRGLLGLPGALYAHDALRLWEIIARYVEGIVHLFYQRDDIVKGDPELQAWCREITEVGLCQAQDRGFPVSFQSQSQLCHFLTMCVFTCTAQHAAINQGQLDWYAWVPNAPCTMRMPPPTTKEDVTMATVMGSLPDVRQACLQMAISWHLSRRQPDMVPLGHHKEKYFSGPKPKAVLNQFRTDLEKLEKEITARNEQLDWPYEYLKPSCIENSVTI
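Hydroperoxide product was detected by ferrous iron/xylenol orange as the 573 to 405 nm absorbance ratio. Arachidonic acid at 40 uM (final) was turned over for 30 min at room temperature by 150 nM human 12hLO, pH 7.0 Hepes buffer, after 15 min compound preincubation.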
* marks the source's active call; other numbers are inactive results; & = joins results of further samples; [ ] = remark or other dose. On the % scale 0 is the no-effect control and ±100 the full control effect; potency means the concentration at half of the fitted maximal effect. This is a subset (hit frequency here may not be typical).

For O=C(NCc1ccco1)C1CC(c2ccccc2)CN(C(=O)c2ccoc2)C1 (stereo not drawn) the results were ALOX12 inh -13%.
COCCNC(=O)C(NC(=O)C1CCCC1)C1CCN(C(=O)c2cccs2)CC1 (stereo not drawn) was read as ALOX12 inh 34%[activator].
Screening CCOC(=O)C(Cc1ccccc1)(Nc1ccc(OC)cc1)C(O)c1ccc([N+](=O)[O-])cc1 (stereo not drawn) returned ALOX12 inh inconclusive.
CCC1CN(CCNC(=O)c2ccc3c(c2)OCO3)Cc2cc(OC)ccc2O1 (stereo not drawn) was read as ALOX12 inh 11%.
For O=C(c1ccccc1)N1Cc2[nH]cnc2C[C@H]1c1nc(-c2ccc(Cl)cc2)no1 the results were ALOX12 inh 12%[176 µM].
Screening CNC(=O)c1ccc(NC(=O)CN2CCc3cc(OC)c(OC)cc3C2c2ccccc2)cc1 (stereo not drawn) returned ALOX12 inh inconclusive.
Screening CC(=O)N1CCCN(Cc2ccc3c(c2)OCO3)c2ccccc21 returned ALOX12 inh inconclusive.
For Cc1cn2c(=O)c(S(=O)(=O)N3CCN(c4cccc(C)c4C)CC3)c(C)nc2s1 the results were ALOX12 inh 20%.
`Cc1ccc(OCCC2CCN(C(=O)c3ccc(C)nc3)C2)cc1` (stereo not drawn) gave ALOX12 inh 60%[activator].
COc1cccc(CNC(=O)CN2C(=O)NC3(CCC(C)CC3)C2=O)c1 (stereo not drawn) was read as ALOX12 inh 17%.
Cc1ccc(-c2nc(Nc3ccc(C(=O)O)cc3)c3ccccc3n2)cc1 was read as ALOX12 inh 2%.
Cn1c(CCN2CCCCC2)nc2cc(NC(=O)c3ccccc3)ccc21 was read as ALOX12 inh -29%.
CCCCN1C(=O)C2(/C(=C(\O)c3ccc(OC)c(C)c3)C(=O)C(=O)N2CCOC)c2ccccc21 (stereo not drawn) was read as ALOX12 inh 36%.
For COc1ccc(NC(=O)CCc2ncc(-c3ccccc3)o2)c(OC)c1 the results were ALOX12 inh -1%.
COc1ccc(Nc2nc(-c3ccccc3F)no2)cc1OC was read as ALOX12 inh -12%.
`COc1cccc(-c2cc(-c3cccs3)nc3c(C)noc23)c1` gave ALOX12 inh 2%[176 µM].
Screening Cc1ccc(C2NC(=O)N(CC(=O)Nc3ccccc3F)C3=C2C(=O)OC3)cc1 (stereo not drawn) returned ALOX12 inh 4%.
O=C(Cc1cccc(F)c1)N1CCC(n2cnnc2-c2ccccc2)C1 (stereo not drawn) was read as ALOX12 inh 29%.
`CC(Cl)C(=O)NC(=O)NCc1ccccc1` (stereo not drawn) gave ALOX12 inh 0%.
For COc1ccc2cc(C(=O)NCCCN3CCCC3=O)c(C)nc2c1 the results were ALOX12 inh 3%.
COCCN(Cc1c(C)nn(C)c1C)C(=O)[C@H]1CC[C@@H](N)C1 was read as ALOX12 inh inconclusive.
`O=C(C[C@@H]1O[C@H](CNCc2ccc(F)cc2)[C@@H](O)[C@H]1O)NCc1cccnc1` gave ALOX12 inh 39%[176 µM].
`CS(=O)(=O)N1CCC(F)(c2nc(-c3ccccc3)no2)CC1` gave ALOX12 inh 66%[activator].
COc1cc(C(=O)N(C)Cc2ccccc2)ccc1OCc1ccccc1 was read as ALOX12 inh -1%.
For Fc1ccc(OC2CN(Cc3ccccc3)C2)c(F)c1 the results were ALOX12 inh 7%[12.5 µM].
`CCOc1ccccc1NC(=O)Cn1c(-c2ccc(F)cc2)nc(C)cc1=O` gave ALOX12 inh 3%.
`O=Cc1ccc(OCc2ccc(Cl)c(Cl)c2)cc1` gave ALOX12 inh 2%.
`CN1CCN(c2ncc(C(=O)O)c(-c3ccccc3)n2)CC1` gave ALOX12 inh 8%.
`O=C(NCc1ccc(Cl)cc1)c1c[nH]c2ncccc12` gave ALOX12 inh 3%[176 µM].
For Clc1cccc(CN2CC[C@H](c3nc4ccccc4[nH]3)C2)c1 the results were ALOX12 inh 14%[176 µM].

Grouped by structure, the compounds so far containing fluorine
COc1ccc(Nc2nc(-c3ccccc3F)no2)cc1OC was read as ALOX12 inh -12%.
Screening Cc1ccc(C2NC(=O)N(CC(=O)Nc3ccccc3F)C3=C2C(=O)OC3)cc1 (stereo not drawn) returned ALOX12 inh 4%.
O=C(Cc1cccc(F)c1)N1CCC(n2cnnc2-c2ccccc2)C1 (stereo not drawn) was read as ALOX12 inh 29%.
`O=C(C[C@@H]1O[C@H](CNCc2ccc(F)cc2)[C@@H](O)[C@H]1O)NCc1cccnc1` gave ALOX12 inh 39%[176 µM].
`CS(=O)(=O)N1CCC(F)(c2nc(-c3ccccc3)no2)CC1` gave ALOX12 inh 66%[activator].
For Fc1ccc(OC2CN(Cc3ccccc3)C2)c(F)c1 the results were ALOX12 inh 7%[12.5 µM].
`CCOc1ccccc1NC(=O)Cn1c(-c2ccc(F)cc2)nc(C)cc1=O` gave ALOX12 inh 3%.

The list goes on.
`CCN1CCN(CCNc2ncncc2-c2nc(-c3ccccc3)no2)CC1` gave ALOX12 inh 26%.
`COc1ccc(CC(=O)N(Cc2cccs2)C2CCS(=O)(=O)C2)cc1` (stereo not drawn) gave ALOX12 inh -19%.
O=C(CCc1ccccc1)N1CCCCCC1c1nc(-c2ccccc2)no1 (stereo not drawn) was read as ALOX12 inh 3%.
Screening CSc1ccccc1NC(=O)CSc1cc(C)c2ccccc2n1 returned ALOX12 inh -8%.
For CC(C)C(=O)N(Cc1ccc(-c2cccc(Cl)c2)o1)C1CCS(=O)(=O)C1 (stereo not drawn) the results were ALOX12 inh inconclusive.
Screening Cc1ccc(CNC(=O)c2ccc3nc(-c4ccccc4)c(-c4ccccc4)nc3c2)cc1 returned ALOX12 inh -22%.
For COc1ccc(NC(=O)c2sc(-c3ccco3)nc2-c2ccccc2)cc1OC the results were ALOX12 inh inconclusive.
`Cc1ccc(C(=O)Nc2nc3cc(NS(=O)(=O)Cc4ccccc4)ccc3s2)cc1` gave ALOX12 inh inconclusive.
`CC(C)(C)c1coc([C@@H]2COCCN2Cc2ccc(F)cc2)n1` gave ALOX12 inh 51%[activator][176 µM].
Screening O=C(c1cccs1)N1CCC(c2noc(-c3cnccn3)n2)C1 (stereo not drawn) returned ALOX12 inh 24%.
`CC(CCNC(=O)c1ccncc1)c1ccccc1` (stereo not drawn) gave ALOX12 inh -18%.
`O=C(NC1CCCCC1)N1CCn2c(nnc2C2CCCN2)C1` (stereo not drawn) gave ALOX12 inh -15%[6.33 µM].
CCn1nc(C(=O)N(Cc2ccccc2)c2c(N)n(CCOC)c(=O)[nH]c2=O)c2ccccc2c1=O was read as ALOX12 inh 11%.
For CCc1ccc2oc(C(=O)N(Cc3ccc(C)cc3)C3CCS(=O)(=O)C3)cc(=O)c2c1 (stereo not drawn) the results were ALOX12 inh inconclusive.
Screening COc1ccc(-c2cn3c4ccccc4nc3n2CCCN2CCCCC2)cc1 returned ALOX12 inh -131%.
`Cc1ccc(C(CNC(=O)c2cc3ccccc3oc2=O)N2CCCC2)o1` (stereo not drawn) gave ALOX12 inh 2%.
Screening CCc1ccc(-c2cc3c(=O)[nH]nc(SCC(=O)NC4CCCCC4)n3n2)cc1 returned ALOX12 inh 1%.
`Cn1nc(C2CCCN(C(=O)Cc3ccccc3)C2)n(Cc2ccccc2)c1=O` (stereo not drawn) gave ALOX12 inh -1%.
`Cc1ccc(NC(=O)C(=O)c2c(C)[nH]c3ccccc23)cc1Cl` gave ALOX12 inh inconclusive.
Screening COc1ccc(-c2c(C)oc3cc(OS(C)(=O)=O)ccc3c2=O)cc1 returned ALOX12 inh inconclusive.
CCn1cc(-c2ccc(F)cc2)cc1C(=O)O was read as ALOX12 inh -29%.
`CN[C@@H](CO)C(=O)NCc1nc(-c2ccc(C)cc2)c(-c2ccccn2)[nH]1` gave ALOX12 inh 65%[activator].
O=C(CN1CCCc2ccccc21)Nc1cccc2nsnc12 was read as ALOX12 inh 1%.
For COc1cccc(S(=O)(=O)N2CCC3(CC2)N(C)C(=O)CS3=O)c1 (stereo not drawn) the results were ALOX12 inh 10%.
CN1CCOc2c(C(=O)NCc3cccnc3)cc(-c3cccc4[nH]ccc34)cc21 was read as ALOX12 inh 58%[activator][176 µM].
CCNC(=O)N1CCCC1c1noc(CCC(=O)NCC2CCCCC2)n1 (stereo not drawn) was read as ALOX12 inh 5%.
COc1cccc(N2C(=O)[C@@H]3C[C@@H](NC(=O)C4CCN(c5nccc(C(F)(F)F)n5)CC4)CCN3C2=O)c1 was read as ALOX12 inh 24%.
For Cc1ccc(OCC(=O)N2CCN(c3cc(=O)n4nc(-c5ccccc5)sc4n3)CC2)c(C)c1 the results were ALOX12 inh inconclusive.
OC[C@@H]1CNC[C@H]1C1CCN(Cc2ccc(F)c(F)c2)CC1 was read as ALOX12 inh 50%[activator].
Screening CN(C)C(=O)c1cccnc1OC1CCN(C(=O)NC(C)(C)C)C1 (stereo not drawn) returned ALOX12 inh 30%[activator].

A stretch taken from the entries so far, for reference:
For O=C(NCc1ccco1)C1CC(c2ccccc2)CN(C(=O)c2ccoc2)C1 (stereo not drawn) the results were ALOX12 inh -13%.
COCCNC(=O)C(NC(=O)C1CCCC1)C1CCN(C(=O)c2cccs2)CC1 (stereo not drawn) was read as ALOX12 inh 34%[activator].
Screening CCOC(=O)C(Cc1ccccc1)(Nc1ccc(OC)cc1)C(O)c1ccc([N+](=O)[O-])cc1 (stereo not drawn) returned ALOX12 inh inconclusive.

(more compounds)
Cc1ccc(-c2nnn(C(C)C(=O)Nc3ccc(C#N)cc3)n2)cc1 (stereo not drawn) was read as ALOX12 inh -23%.
`Cn1ncc(N2CCCC(C(=O)N3CCN(C(=O)c4ccco4)CC3)C2)cc1=O` (stereo not drawn) gave ALOX12 inh 42%[activator].
For Cc1ccc(-c2nc(CNC(=O)CC3CNCCO3)[nH]c2-c2ccccn2)cc1 (stereo not drawn) the results were ALOX12 inh 76%[activator].
`O=C(NCCC(=O)N1CCCC1)c1cc2ccccc2oc1=O` gave ALOX12 inh 9%.
For Cc1cccc(OCCc2noc(C3CCN(C(=O)CN4CCCCCC4)C3)n2)c1 (stereo not drawn) the results were ALOX12 inh 1%.
CC(C)NC(=O)c1cc(Br)cn2ccnc12 was read as ALOX12 inh 2%&7%[176 µM].
Screening Cc1ccc(C(=O)N2CCN(c3oc(C4CC4)nc3C#N)CC2)c(C)n1 returned ALOX12 inh inconclusive.
COC(=O)C1=C(C)N(Cc2cccc(C(F)(F)F)c2)C(=NCc2ccc(OC)cc2)NC1c1ccccc1 (stereo not drawn) was read as ALOX12 inh inconclusive.
`Cc1oc2c(c1C(=O)NC1CCOC3(CCOCC3)C1)C(=O)CCC2` (stereo not drawn) gave ALOX12 inh 26%.
For COC(=O)C1=C(C)N(C)C(=NCC2CC2)NC1c1ccccc1 (stereo not drawn) the results were ALOX12 inh inconclusive.
Screening O=C(Cn1c(=O)n(-c2ccccc2F)c(=O)c2sccc21)NC1CCc2ccccc21 (stereo not drawn) returned ALOX12 inh -4%.
For CCc1nc(N2CCN(CCO)CC2)c(C#N)c2c1CCCC2 the results were ALOX12 inh 1%.
For CC1CN=C(c2ccc(Cl)cc2)c2c3ccccc3nn21 (stereo not drawn) the results were ALOX12 inh inconclusive.
COc1ccc(-c2nc(C3CC(=O)N(c4ccc(F)cc4)C3)no2)c(OC)c1 (stereo not drawn) was read as ALOX12 inh -4%.
CC(C)NC(=O)N1C[C@@H](Oc2cccnc2)C[C@H]1C(=O)N1CCCC1 was read as ALOX12 inh 18%.
Screening COC(=O)C1CCN(CC(=O)N(C)CC(=O)Nc2ccc(Cl)c(C(F)(F)F)c2)CC1 returned ALOX12 inh 2%.
For CC(C)Oc1ccc(CNC(=O)c2noc(-c3ccccc3F)n2)cc1 the results were ALOX12 inh 21%.
For CN(C)CCCn1ccnc1C1CCCN(C(=O)N(C)c2ccccc2)C1 (stereo not drawn) the results were ALOX12 inh 7%.
Screening Cc1ccccc1C(C)Nc1ccc(S(N)(=O)=O)cc1[N+](=O)[O-] (stereo not drawn) returned ALOX12 inh inconclusive.
For CN(Cc1cccs1)C(=O)c1ccc2ccccc2c1 the results were ALOX12 inh -21%.
For O=c1c(S(=O)(=O)c2cccc(F)c2)c[nH]c2c(F)ccc(Cl)c12 the results were ALOX12 inh -4%.
Screening OC1(c2cnc(CN3CCC3)s2)CCNCC1 returned ALOX12 inh 53%[activator][176 µM].
For CC[C@H]1CN(C(=O)Nc2cccc(OC)c2)CC[C@H]1CC(=O)O the results were ALOX12 inh 16%[176 µM].
CC(C)OC(=O)c1ccn[nH]1 was read as ALOX12 inh -47%.
O=C1COc2ccc(-c3ccccc3)nc2CN1 was read as ALOX12 inh 0%[176 µM].
Screening O=C(Nc1ccccc1)N1CCC2(CC1)CC(=O)N(c1ccccc1)c1ccccc1O2 returned ALOX12 inh 39%[activator].
Screening CC(C)=CCC1(CO)CCCN(c2ccnc(N)n2)C1 (stereo not drawn) returned ALOX12 inh 35%[activator].
`O=C(COC(=O)c1ccc2ccccc2n1)NC1CC1` gave ALOX12 inh -14%.
Screening CC(O)c1cc2n(n1)CCN(C(=O)c1nc3ccccc3n(C)c1=O)C2 (stereo not drawn) returned ALOX12 inh 53%[activator].
Cn1cc(CNC2CCN(c3cccc(NC(=O)c4cccnc4)c3)CC2)cn1 was read as ALOX12 inh 0%.
For CCOc1cc(-c2nc(C3CC(=O)N(c4ccc(F)cc4)C3)no2)cc(OCC)c1OCC (stereo not drawn) the results were ALOX12 inh 27%.
For CC(C)CNC(=O)NCC(=O)N1CCc2ccccc21 the results were ALOX12 inh -25%.
COc1ccc(C)cc1NC(=O)N1CCC(OC2CCN(Cc3ccccc3)CC2)CC1 was read as ALOX12 inh 16%.
`COc1ccc(-n2c(CSc3ccc(Cl)cc3)n[nH]c2=S)cc1` gave ALOX12 inh -7%.
Screening N#Cc1c(NC(=O)CN2CCNC(=O)C2)sc2c1CCCCC2 returned ALOX12 inh 5%.
